CBFb RUNX1 block: blocks binding between human CBF-beta and RUNX1; 230,000 tested, under 10 active; Potency, µM (series often up to 59.8 µM), for the others: at the top dose activity, negative = inhibition, hits mostly inhibitors; AlphaScreen CBFb-His/RUNX1-biotin binding, biochemical; Q01196+Q13951; note: % of control where 0% means no effect
Target sequence (Q01196 whole entry, looked up): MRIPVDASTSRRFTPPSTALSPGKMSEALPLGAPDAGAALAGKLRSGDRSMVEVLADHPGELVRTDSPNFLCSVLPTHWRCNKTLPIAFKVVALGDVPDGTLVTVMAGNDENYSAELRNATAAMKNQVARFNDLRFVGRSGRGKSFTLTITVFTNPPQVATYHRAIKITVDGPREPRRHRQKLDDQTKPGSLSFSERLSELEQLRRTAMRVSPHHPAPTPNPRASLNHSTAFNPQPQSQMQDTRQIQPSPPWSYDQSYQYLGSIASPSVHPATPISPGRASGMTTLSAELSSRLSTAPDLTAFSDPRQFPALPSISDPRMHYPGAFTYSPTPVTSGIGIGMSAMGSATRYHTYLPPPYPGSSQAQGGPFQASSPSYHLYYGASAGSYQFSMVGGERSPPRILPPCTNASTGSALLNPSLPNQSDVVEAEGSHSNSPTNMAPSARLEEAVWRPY
Target sequence (Q13951 whole entry, looked up): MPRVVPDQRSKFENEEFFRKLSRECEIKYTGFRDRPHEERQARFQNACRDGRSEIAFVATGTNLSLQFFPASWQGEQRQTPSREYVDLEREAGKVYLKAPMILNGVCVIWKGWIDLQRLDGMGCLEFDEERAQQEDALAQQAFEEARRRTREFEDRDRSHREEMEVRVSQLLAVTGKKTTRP
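Bead-based AlphaScreen assay; binding partners His-tagged CBF-beta and biotinylated RUNX1 at 30 nM each. Compound exposure 15 min after a 20-min protein preincubation; bead step 90 min; all steps at room temperature.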
HTT aggregate: inhibitors of mutant huntingtin aggregate formation in PC12 cells | PC12 HttQ103-GFP aggregates, Acumen cytometry, 40 h | Potency, µM (doses to about 46.1 µM), for inactives: at the highest dose activity change, negative = inhibition, actives largely listed as inhibitors | 1.1% of 220,000 active; note: potency is the fitted concentration of half-maximal effect; % is set by controls: 0 for no effect and ±100 for the full control effect; nearly all actives have a fitted effect of over 60% in size
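Huntingtin Q103 exon 1–GFP aggregates in induced PC12 cells (100 nM tebufenozide) were quantified by cytometry from lysates, with compounds dosed in titration.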
KinaseGlo FLuc: counter-screen: inhibitors of Kinase-Glo firefly luciferase | Kinase-Glo luciferase, ATP luminescence, 8 min | Potency, µM (series often up to 38.3 µM), without a hit: at the top dose activity change, negative = inhibition, actives largely listed as inhibitors | 0.28% of 200,000 active; note: potency is the fitted concentration of half-maximal effect; % is set by controls: 0 for no effect and ±100 for the full control effect; nearly all actives have a fitted effect of over 60% in size
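Substrate mix (final 50 mM imidazole pH 7.2, 50 mM KCl, 7 mM MgCl2, 10 uM ATP, 0.01% Tween 20, 0.05% BSA) plus pin-tool compound, then Kinase-Glo detection mix; 8 min ambient, luminescence read.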
Epigenetic derep: epigenetic control regulation, reporter derepression | 0.2% of 280,000 active | AID 1865 | murine LDR cells, GFP reporter derepression, 30 h | Potency, µM (top dose mostly 53.9 µM), for inactives: at the highest dose GFP activation, most hits filed as activators; note: potency is the fitted concentration of half-maximal effect; % of control where 0% means no effect; nearly all actives have a fitted effect of over 60% in size
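Derepression of a silenced CMV-GFP reporter in murine LDR cells is scored by enumerating GFP-positive cells with a laser-scanning microplate cytometer after 30 hours of treatment at 37 C.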
NPSR antagonist: neuropeptide S receptor (human) antagonism, cAMP; Q6W5P4; CHO-NPSR cells, cAMP TR-FRET, antagonist mode; Potency, µM (highest dose often 38.3 µM), without a hit: at the highest dose activity change, negative = inhibition, usual class: inhibitors; 1% of 220,000 active; AID 1461; note: potency is the fitted concentration of half-maximal effect; % is set by controls: 0 for no effect and ±100 for the full control effect; nearly all actives have a fitted effect of over 50% in size; many of its hits are not listed in these tables
Target sequence (Q6W5P4 whole entry, looked up): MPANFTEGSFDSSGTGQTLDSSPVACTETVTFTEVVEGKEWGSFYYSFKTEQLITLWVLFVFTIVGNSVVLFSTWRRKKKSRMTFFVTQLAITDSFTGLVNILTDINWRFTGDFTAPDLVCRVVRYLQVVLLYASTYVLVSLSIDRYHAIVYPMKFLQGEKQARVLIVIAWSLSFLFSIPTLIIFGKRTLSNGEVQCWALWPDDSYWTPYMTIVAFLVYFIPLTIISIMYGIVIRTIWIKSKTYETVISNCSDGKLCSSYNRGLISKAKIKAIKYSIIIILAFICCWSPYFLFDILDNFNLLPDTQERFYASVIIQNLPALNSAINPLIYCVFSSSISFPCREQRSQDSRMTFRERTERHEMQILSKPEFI
IMPase Li inh: cell-permeable IMPase inhibitors with lithium potentiation; CHO-M1 cells, IP1 TR-FRET (IP-One), carbachol + lithium; Potency, µM (highest dose often 59.4 µM), inactives show top-dose activity, negative = IMPase inhibition, hits mostly inhibitors; 0.35% of 210,000 active; AID 1457;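 note: IP1 builds up when IMPase is blocked and the TR-FRET signal falls; potency is the fitted concentration of half-maximal effect; plate controls were basal vehicle for no effect and high inhibitor control for full effect; nearly all actives have a fitted effect of over 50% in size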
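CHO cells stably expressing M1 receptor (2000/well, cultured 16–30 h) treated 30 min at 37C with compound plus low lithium. Cytosolic IP1 by TR-FRET (665/620 ratio and 620 channel) after 10 min lysis; AC50 by Hill fit.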
LMNA splice mod: changes lamin A minigene splicing in HeLa cells. 0.01% of 200,000 active. Potency, µM (top dose mostly 46.1 µM), for the others: top-dose ratio change, negative = inhibition, hits mostly inhibitors. HeLa LMNA splicing GFP/RFP minigene ratio, 48 h; active = well fitted inhibition curve with a large enough effect in the signal ratio, with a control signal flat, not every such curve was filed as active; inconclusive = small, poorly fitted or top-dose-only effect, or effect the other way, or a change in a side signal; the % refers to the signal ratio; note: potency is the fitted concentration of half-maximal effect; % is set by controls: 0 for no effect and ±100 for the full control effect
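Read-out is the ratio of GFP to DsRed2 object intensity, acquired by 488 nm laser-scanning cytometry on HeLa lamin A-EGFP minigene reporter cells. Compound incubation 48 hrs at 37 °C in Opti-MEM with 2% FBS; DMSO 0.5% final.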
Starred values were filed as active, the others as inactive; ? = inconclusive; . = not tested or not shown; & = joins results of further samples; [ ] = another dose, or the depositor's remark. Unless noted, calls come from the whole dose curve; as a rule, active = well fitted curve in the direction sought with a large enough effect; inconclusive = small, poorly fitted or top-dose-only effect, or another doubt; inactive = no such curve, though single readings can be large; an effect the other way counts as inactive or inconclusive. These rows are one share of the data, so the mix of outcomes need not match the whole.

SMILES | CBFb RUNX1 block | HTT aggregate | KinaseGlo FLuc | Epigenetic derep | NPSR antagonist | IMPase Li inh | LMNA splice mod
CC(C)OP(=O)(OC(C)C)C(Nc1ccc(C(=O)O)cc1)c1ccccc1 (stereo not drawn) | 4% | 1%[9.22 µM] | . | -0.3% | 1%[7.67 µM] | . | .
Cn1c(CCN2CCOCC2)nc2cc(NC(=O)c3cccs3)ccc21 | 1% | -10% | 2% | -3.2% | -10% | 19% | ?
O=C(Nc1nc2ccc(S(=O)(=O)N3CCCC3)cc2s1)c1cccs1 | 1% | -22% | -2% | -0.7% | -12%[46.1 µM] | 3%[38.3 µM] | ?
COc1cccc(NC(=O)c2ccco2)c1 | 10% | -6% | -13% | 1.0% | -8%[46.1 µM] | 14%[38.3 µM] | 7%
Cc1cc(C)nc(SCc2nnc(SCC(=O)Nc3c(C)cccc3C)o2)n1 | 6% | 7% | 1% | 2.3% | 9%[46.1 µM] | 5% | -10%
CCC(C)NC(=O)c1ccccc1NC(=O)CN1C(=O)c2ccccc2S1(=O)=O (stereo not drawn) | 13% | 9% | -3% | 3.8% | 26%[46.1 µM] | 17%[38.3 µM] | 0%
CCC1=C(OC(=O)N(CC)CC)N2C(=O)OC(=NCC(=O)OC)[C@]2(C)[C@H]2C1=CC[C@H]1C(=O)N(C)C(=O)[C@H]12 | 8%&11% | 12%[9.22 µM] | 0% | -2.6%&0.5% | 20% | -5% | .
Cc1c(NC(=O)C(C)Sc2ccc3ccccc3n2)c(=O)n(-c2ccccc2)n1C (stereo not drawn) | 0% | 18% | -3% | -3.9% | -8%[46.1 µM] | 22%[38.3 µM] | -8%
CN(C)c1cccc(C(=O)NCc2ccccc2)c1 | -27% | -22% | -2% | -0.3% | -6% | -7% | ?
COc1ccc(-n2c(C)nc3sc4c(c3c2=O)CCC4)cc1 | -9% | 2% | -2% | -4.8% | -15% | 1% | .
Cc1ccc2c(-c3ccc([N+](=O)[O-])cc3)cc(=O)[nH]c2c1 | 6% | -19%[9.22 µM] | . | 0.4% | 40% | . | .
O=C1CCN(C(=O)c2ccc(Cl)cc2)N1 | -6% | 13% | -5% | -1.1% | 14% | -5% | -22%[9.22 µM]
Cc1ccc(NC(=O)C2CC(=O)n3c(nc4ccccc43)N2)cc1 (stereo not drawn) | -5% | 18% | -7% | -1.4% | -9%[46.1 µM] | -1%[38.3 µM] | -6%
CCCCNC(=O)Cn1c2c(c(-c3ccccc3Cl)cc1=O)CCC2 | -3% | 0% | -1% | 2.8% | -8%[46.1 µM] | -12%[38.3 µM] | -8%
CC(C)c1ccc(CN(C(=O)/C=C/c2ccco2)C2CCS(=O)(=O)C2)cc1 (stereo not drawn) | -4% | -7%[9.22 µM] | . | 1.2% | 9% | . | .
Cc1cccc(N2CCN(C(=O)c3cn(C)c(=O)c4c3c3ccccc3n4C)CC2)c1C | -1% | ? | -3% | -0.2% | ? | -2%[38.3 µM] | ?
COc1ccc(-c2cc(=O)c3ccc(O)cc3o2)cc1 | -2% | . | -6% | -0.8% | . | 5% | .
COc1ccc(CCNC(=O)Cn2c(=O)oc3ccccc32)cc1OC | 1% | 4% | -8% | -1.2% | -1%[46.1 µM] | -11%[38.3 µM] | 2%
CCOC(=O)c1cc(-c2cccc([N+](=O)[O-])c2)nc2[nH]c(=O)[nH]c(=O)c12 | 18% | 4% | 1% | -0.1% | -7% | 0% | .
O=C(NC(=S)NCCN1CCOCC1)c1ccccc1Cl | 0% | 6% | 1% | 0.0% | -7%[46.1 µM] | 9%[38.3 µM] | 5%
CCN1CCc2c(sc(N)c2C#N)C1 | -3% | 8% | -1% | -0.8% | -2%[46.1 µM] | 30%[38.3 µM] | 5%
Cc1cc(-c2n[nH]c(=S)n2-c2ccc(F)cc2)nn1C | 0% | 19%[9.22 µM] | 0% | -1.3% | 1% | -7% | -16%[9.22 µM]
CN(/C=C/C(=O)C(F)(F)C(F)(F)F)Cc1ccccc1 | -8% | -6% | 4% | -0.9% | 10%[46.1 µM] | -13% | -3%
COc1ccc(C2C(C(=O)Nc3cc(OC)c(OC)c(OC)c3)c3ccccc3C(=O)N2C)cc1 (stereo not drawn) | 8% | 29% | 1% | ? | -21% | -1% | 7%[9.22 µM]

Complete entries, looked up by structure:
Profile of COc1ccc(C2C(C(=O)Nc3cc(OC)c(OC)c(OC)c3)c3ccccc3C(=O)N2C)cc1 (stereo not drawn) → CBFb RUNX1 block = 8%; HTT aggregate = 29%; KinaseGlo FLuc = 1%; Epigenetic derep = ?; NPSR antagonist = -21%; IMPase Li inh = -1%; LMNA splice mod = 7%[9.22 µM]
Profile of CCN1CCc2c(sc(N)c2C#N)C1 → CBFb RUNX1 block = -3%; HTT aggregate = 8%; KinaseGlo FLuc = -1%; Epigenetic derep = -0.8%; NPSR antagonist = -2%[46.1 µM]; IMPase Li inh = 30%[38.3 µM]; LMNA splice mod = 5%
Profile of O=C(NC(=S)NCCN1CCOCC1)c1ccccc1Cl → CBFb RUNX1 block = 0%; HTT aggregate = 6%; KinaseGlo FLuc = 1%; Epigenetic derep = 0.0%; NPSR antagonist = -7%[46.1 µM]; IMPase Li inh = 9%[38.3 µM]; LMNA splice mod = 5%

New compounds follow.
SMILES | CBFb RUNX1 block | HTT aggregate | KinaseGlo FLuc | Epigenetic derep | NPSR antagonist | IMPase Li inh | LMNA splice mod
COc1cc(NC(=O)c2cc(Cl)nnc2Cl)cc(OC)c1OC | -5% | -3% | 0% | -1.6% | -6% | -1% | ?
N#C/C(=C\c1cccnc1)c1nc2c(s1)CCCC2 | 8% | 12% | 1% | -0.2% | -24% | 3% | -6%[46 µM]
CCCn1cnc2c(cnn2-c2ccc(F)cc2)c1=O | -5% | -16% | 0% | -2.0% | -6%[46.1 µM] | 2% | ?
CC(C)CC(=O)Nc1ccccc1N1CCN(c2ccc(F)cc2)CC1 | -7% | -25% | 5% | -1.8% | -52% | -3% | .
CCc1nc(SCc2ccc(F)cc2)[nH]c(=O)c1C#N | 0% | -9% | -2% | -1.2% | -10%[46.1 µM] | 16% | ?
Cc1cc(C)n2nc(-c3sccc3-n3c(C)ccc3C)cc2n1 | 1% | 16% | 5% | -1.0% | -19%[46.1 µM] | 12%[38.3 µM] | -3%
CCN1CCCC1CNCc1cccc(OC)c1OCc1ccc(F)cc1 (stereo not drawn) | -5% | -5% | 1% | -1.3% | 11% | 21% | 4%
C=CCN1C(=O)C(C)(C)Nc2ccccc21 | 0% | 7% | 3% | 0.9% | -1%[46.1 µM] | 22%[38.3 µM] | 7%
COc1cc2[nH]c(=S)n(Cc3ccccc3)c(=O)c2cc1OC | 8% | 17% | 3% | 1.7% | -36% | 8% | 13%[46 µM]
O=S(=O)(/C=C/c1ccccc1)N1CCN(c2ccccc2)CC1 | 5% | -11% | -1% | 0.6% | 13%[7.67 µM] | 4%[38.3 µM] | -8%
CN(CC(=O)Nc1ccccc1C(F)(F)F)C(=O)COc1ncnc2ccccc12 | -15% | -22% | -1% | 5.2% | 9% | -10% | 10%[9.22 µM]
Fc1cccc(CSc2nc3ncc(Cl)cc3[nH]2)c1 | 21% | -36%[9.22 µM] | . | 0.0% | -13% | . | .
c1ccc(-c2noc(CC3CCCCC3)n2)nc1 | 9% | 0%[9.22 µM] | -3% | 3.1% | 11% | 4% | .
CCN=C1SC(CC(=O)Nc2ccc(C(F)(F)F)cc2)C(=O)N1CC (stereo not drawn) | 3% | -21% | 1% | 0.0% | -9%[46.1 µM] | -1%[38.3 µM] | -6%
O=C(C(Cc1ccccc1)n1cccc1)N1CCN(c2ncccn2)CC1 (stereo not drawn) | -12% | 16% | 1% | 0.7% | -10%[46.1 µM] | 10%[38.3 µM] | 5%
Cc1cc(C)c(-n2c(O)c(C=NCCN3CCOCC3)c(=O)[nH]c2=O)c(C)c1 | 0% | -2% | -2% | 0.0% | -7%[46.1 µM] | 1%[38.3 µM] | 1%
CN(C)c1ccc(C(=S)Nc2ccccc2)cc1 | -20% | -7% | -3% | -1.8% | 1% | -3% | -15%
Cc1nnc(NC(=O)c2ccc(-c3cccc(C(F)(F)F)c3)o2)s1 | -1% | -11% | 2% | 0.0% | -3%[46.1 µM] | -6%[38.3 µM] | -1%
CC1(C)Cc2cccc(OCC(=O)N3CCN(S(=O)(=O)c4ccccc4)CC3)c2O1 | 3% | -2% | 3% | -2.9% | -12%[46.1 µM] | 7%[38.3 µM] | ?
O=C(CSc1ccc2ccccc2n1)c1ccccc1 | 21% | -12%[9.22 µM] | . | -1.0% | -16% | . | .
COc1ccc(NC(=O)CSc2nnc(Cc3cccn3C)n2-c2ccc(C)cc2)cc1OC | -17% | ? | -8% | 1.1% | -11%[46.1 µM] | -4%[38.3 µM] | 5%
Cc1ccc(S(=O)(=O)N2CCOCC2)cc1NC(=O)CNCC1CCCCC1 | 3% | -13% | 1% | -0.3% | 2% | 8% | 15%[46 µM]
CCN(CC)CCCNC(=O)C1c2ccccc2C(=O)N1Cc1ccc(C)cc1 (stereo not drawn) | 4% | 6% | -4% | -1.2% | -7%[46.1 µM] | 17%[38.3 µM] | 14%
C=CCNC(=O)/C(C#N)=C/c1cn(-c2ccccc2)nc1-c1cccs1 | 6% | 3% | -2% | 0.0% | -28%[46.1 µM] | 16% | -16%
COc1ccc(NC(=O)CN2CCN(S(=O)(=O)c3ccc(Cl)cc3)CC2)cc1Cl | 1% | 1% | 0% | 0.0% | -27%[46.1 µM] | 3%[38.3 µM] | 6%
COc1ccc(/C=C(/NC(=O)c2cccc([N+](=O)[O-])c2)C(=O)O)cc1OC | 4% | 19%[9.22 µM] | 3% | -5.1% | 14% | 5% | .
CC(CNC(=O)COc1ccccc1)OC(=O)Nc1cccc(Cl)c1 (stereo not drawn) | -4% | 14% | 0% | 1.5% | -6% | 9% | ?
CCN1c2ccccc2-c2nc3ccccc3n2C1c1ccco1 (stereo not drawn) | 23% | -5% | -4% | -0.9% | ? | 10%[38.3 µM] | 14%
O=C(O)CCC(=O)NCC1OCCc2ccccc21 (stereo not drawn) | 13% | -1% | 2% | 3.3% | -9%[46.1 µM] | -10%[38.3 µM] | 13%
